Peg3 promoter: Peg3 promoter-driven luciferase inhibitors, primary screen, cell-based, HeLa, luciferase luminescence | HeLa PEG-Prom luciferase reporter, overnight | inhibition, % at 20 µM | hit rate 1.7% among 360,000 | AID 588405, 2011;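 active = inhibition of at least 50% at 20 µM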
iPSC survival up: enhancers of single-cell hiPSC survival, primary screen, ATPlite luminescence | 100% = ROCK inhibitor wells, 0% = DMSO | survival enhancement, % at 20 µM | hit rate 0.044% among 360,000; in the data active = survival enhancement above about 18%;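 also: cells exposed to compounds for 16 hours before the ATP read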
Exocytosis inh: LAMP-1 surface exposure blockers, TALL-104 cells – cell-based, flow cytometry, MLPCN library, primary screen | hit rate 0.66% among 360,000 | TALL-104 LAMP-1 surface exposure; cells stimulated with thapsigargin and PMA | inhibition, % at 10 µM;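 active = inhibition above about 55%, limit read from the data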
HIF-2a inh: HIF-2a reporter inhibitors, primary screen, luminescence, 786-0 RCC cells. 786-0 RCC cells HIF-2a reporter, luciferase luminescence, overnight. inhibition, % at 18.8 µM. hit rate 0.72% among 360,000. AID 624352, 2012;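 active = inhibition of the luminescence signal of 40% or more relative to plate controls, in a single-dose primary screen at 18.75 µM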
PDI inh: inhibitors of human PDI, primary screen, biochemical, turbidity, single point, plate reader. PDI insulin aggregation turbidity, A650, 90 min. inhibition, % at 10 µM. hit rate 0.052% among 350,000. AID 588391, 2011;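 active = mean inhibition across replicates of 30% or more, whatever share of single replicates reach that level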;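 also: absorbance from insulin aggregation driven by PDI reduction with DTT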
Target sequence (P07237 whole entry, looked up): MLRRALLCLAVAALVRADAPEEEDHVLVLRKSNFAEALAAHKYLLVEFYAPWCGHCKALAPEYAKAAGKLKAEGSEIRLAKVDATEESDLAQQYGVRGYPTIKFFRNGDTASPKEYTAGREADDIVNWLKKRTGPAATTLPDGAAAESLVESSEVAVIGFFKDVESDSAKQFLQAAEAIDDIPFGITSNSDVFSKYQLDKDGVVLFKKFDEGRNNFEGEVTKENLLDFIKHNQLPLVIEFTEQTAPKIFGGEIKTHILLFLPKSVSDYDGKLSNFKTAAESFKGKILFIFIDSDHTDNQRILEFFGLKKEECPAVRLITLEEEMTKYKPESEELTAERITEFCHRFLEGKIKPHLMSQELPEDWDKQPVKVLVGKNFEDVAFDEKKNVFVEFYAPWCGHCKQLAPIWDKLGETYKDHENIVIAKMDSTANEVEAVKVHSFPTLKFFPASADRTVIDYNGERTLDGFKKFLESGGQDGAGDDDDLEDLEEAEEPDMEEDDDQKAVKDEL
CaV13 FRET inh: Primary screen for inhibitors of IQ motif and Ca2+-dependent inactivation inhibitor domain binding in CACNA1D, Förster resonance energy transfer in living cells, …; inhibition, % at 12.3 µM; hit rate 0.098% among 340,000; HEK cells, CFP/YFP FRET ICDI-IQ, plate reader, 10 min; percent FRET-ratio fall versus neutral wells;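 active = mean replicate inhibition of at least 30% and at least 1% of replicates passing that level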;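 also: 0% = median of the neutral control wells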
NR2E3 ag-1: NR2E3 agonists in two-hybrid cells, primary screen, cell-based, luminescence, CHO-S, Gal4-NCOR/VP16-NR2E3; Photoreceptor-specific nuclear receptor (Homo sapiens), Q9Y5X4; luciferase; inhibition of corepressor binding, % at 3.98 µM; hit rate 0.35% among 360,000; AID 602229, 2012;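 active = inhibition above the mean of all tested compounds plus 3 SD, cut at about 70% in these data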;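 also: 0% = DMSO with NR2E3 transfected cells and 100% = cells lacking NR2E3 construct; higher means lower luciferase signal from less NR2E3 corepressor binding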
Target sequence (Q9Y5X4 whole entry, looked up, the tested form may be a part): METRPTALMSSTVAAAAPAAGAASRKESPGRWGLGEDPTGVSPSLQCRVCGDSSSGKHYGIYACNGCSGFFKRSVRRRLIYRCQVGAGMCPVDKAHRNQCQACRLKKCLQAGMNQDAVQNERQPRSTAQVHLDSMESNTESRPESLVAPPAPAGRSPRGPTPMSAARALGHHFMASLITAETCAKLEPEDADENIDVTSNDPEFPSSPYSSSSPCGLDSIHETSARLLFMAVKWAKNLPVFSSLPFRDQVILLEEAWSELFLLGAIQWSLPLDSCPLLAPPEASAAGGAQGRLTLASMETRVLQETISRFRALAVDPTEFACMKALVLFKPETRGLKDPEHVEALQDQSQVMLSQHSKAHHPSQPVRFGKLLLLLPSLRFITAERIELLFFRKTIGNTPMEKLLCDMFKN
NR2E3 ag-2: inhibitors of NR2E3-RetCOR corepressor binding, primary screen, NR2E3 agonist project, biochemical, TR-FRET, GST-NR2E3, biotin-RetCOR | inhibition of corepressor binding, % at 4.78 µM | Photoreceptor-specific nuclear receptor (Homo sapiens), Q9Y5X4 | AID 2300, 2010 | hit rate 0.12% among 320,000 | 1536-well;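 active = percent inhibition above the cutoff of mean plus 3 SD of all tested compounds, set per screening campaign, cut at about 20% in these data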;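 also: 0% = DMSO wells and 100% = biotin wells as full block of FRET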
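system = GST-tagged NR2E3 plus biotinylated RetCOR corepressor | input = 1.35 nM GST-NR2E3 | also added = 7 nM biotin-RetCOR | schedule = 5 h incubation at 4 °C | measured by = TR-FRET with europium anti-GST and streptavidin-D2, 340 nm excitation | read-out = percent loss of FRET ratio relative to control wells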
Vif inh: HIV Vif self-association inhibitors, primary screen, imaging, HEK293T, single point | HEK293T cells, Vif self-association by quenched fluorescence, 24 h | inhibition, % at 7.49 µM | hit rate 0.35% among 340,000 | AID 602346, 2012; in the data active = inhibition above about 50%, passing the limit was not always enough; also: some results filed as inactive read as strong as hits
aDG glyco act: activators of alpha-DG glycosylation, primary screen, uHTS, Pro5-aDG cells, AlphaScreen; alpha-DG glycosylation AlphaScreen (IIH6); 0% Pro5, 100% B10-LARGE cell signal; activation, % at 10 µM; hit rate 0.22% among 360,000;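 active = activation of at least 8% versus controls, or a plate z-score of at least 8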;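 also: Pro5 are CHO cells carrying HIG-tagged alpha-DG that lacks glycosylation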
TRPM1 prom inh: inhibitors of MITF-dependent TRPM1 promoter reporter, primary screen, cell-based, SK-MEL-5, single point, luciferase | AID 488899, 2010 | hit rate 0.83% among 330,000 | SK-MEL-5 TRPM1 promoter luciferase, 24 h | inhibition, % at 12.5 µM;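 active = mean inhibition across replicates of 60% or more, whatever share of single replicates reaches that level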; also: values of inactives mirror those of a sister screen read the other way
Numbers without * were called inactive; x = no result given.

no.	canonical_smiles	Peg3 promoter	iPSC survival up	Exocytosis inh	HIF-2a inh	PDI inh	CaV13 FRET inh	NR2E3 ag-1	NR2E3 ag-2	Vif inh	aDG glyco act	TRPM1 prom inh
1	CCCn1nnc(NC(=O)c2ccc(-c3cccc(Cl)c3)o2)n1	-183	-1.3	0	-223	-3	-4	3	2	-3	0.2	-30
2	Cc1cc(NC(=O)Cc2ccccc2)ccc1NC(=O)c1cccs1	4	0.6	2	-11	-4	-3	-6	-3	2	0.0	-2
3	COc1ccc(-c2nc3ccccc3nc2-c2ccccc2)cc1	16	0.0	25	14	-5	-7	3	1	3	0.0	10
4	c1ccc(Nc2nc(-c3ccncc3)nc3ccccc23)cc1	-11	-0.7	-3	19	-3	-5	0	2	-1	-0.2	-6
5	c1ccc(-c2nnnn2-c2ccccn2)cc1	-19	-1.5	-5	-7	-1	-6	-3	x	6	0.3	4
6	COc1ccc2c(CCNC(=O)/C=C/c3ccc(OC)c(OC)c3)c[nH]c2c1	5	-0.1	8	-7	7	-19	-7	1	-7	0.0	-13
7	O=C(NCC1CCCO1)c1ccc(S(=O)(=O)N2CCC(c3nc4ccc(Cl)cc4[nH]3)CC2)cc1 (stereo unspecified)	21	0.3	-2	-3	4	-10	-12	2	x	-0.2	14
8	COc1ccc(NC(=S)NCc2ccc3c(c2)cc(C)n3C)cc1	-6	0.3	-1	-10	1	-7	-4	4	4	-0.4	0
9	Cc1cc(C(=O)CCl)c(C)n1-c1c(C)n(C)n(-c2ccccc2)c1=O	60*	-4.5	-1	18	13	-6	-8	3	-1	1.7	48
10	COc1ccc(C(=O)C[n+]2ccc(N(C)C)cc2)cc1	12	-0.5	-2	8	-5	-2	-19	0	2	-0.1	4
11	Cc1ccc(C(=O)OCC2OC3OC(C)(C)OC3C2O)cc1 (stereo unspecified)	-14	-0.4	3	-21	3	-2	-24	-1	3	0.0	-2
12	C[C@H]1CCCCO[C@H](CN(C)Cc2ccccc2)[C@@H](C)CN([C@@H](C)CO)C(=O)c2cc(NC(=O)CCC(F)(F)F)ccc2O1	-2	-2.0	1	-4	-4	-2	-19	x	-3	-0.1	x
13	CCOc1ccc2oc(C(=O)OCC(=O)NCc3ccc(OC)cc3)c(C)c2c1	9	-2.5	2	-9	-12	-6	-48	3	-10	-0.1	9
14	CCC1CCCCN1CCCNC(=O)CN1C(=O)COc2ccc(S(=O)(=O)N3CCC(C)CC3)cc21 (stereo unspecified)	20	-0.6	-1	11	2	-3	4	0	4	-0.1	-13
15	COC(=O)c1ccc(/C=N\n2c(C)nnc2C)cc1	16	-2.0	2	11	6	x	17	0	10	-0.3	-4
16	O=C(Nc1ccc(NC(=O)c2cccs2)c(Cl)c1)c1cccs1	-286	0.0	24	-268	1	-7	-39	-2	-22	0.2	-48
17	Cc1ccc(CN2CCN(/N=C/c3cccn3C)CC2)c(C)c1	8	-3.5	-4	23	-1	-10	-23	3	4	-0.7	1
18	Cc1ccc(S(=O)(=O)NC2(C(F)(F)F)NC(=O)N(CCc3ccccc3)C2=O)cc1 (stereo unspecified)	1	1.3	0	11	1	-2	-26	1	8	0.3	-6
19	CC(C)C(NC(=O)c1ccccc1F)C(=O)OCC(=O)c1ccc(F)cc1 (stereo unspecified)	-63	-1.6	0	-53	5	-1	-10	2	24	0.3	-19
20	CCCCn1c(N)c(N(CC(C)C)C(=O)c2oc3c(Cl)cccc3c2C)c(=O)[nH]c1=O	11	-0.4	-3	12	-9	-6	-5	-5	-1	0.2	21
21	CCCn1c(N)c(C(c2ccc(C(=O)OC)cc2)N2CCN(c3ccccc3)CC2)c(=O)[nH]c1=O (stereo unspecified)	5	-4.0	6	9	1	-5	-13	4	11	2.0	10
22	CCCCn1c(N)c(N(CC(C)C)C(=O)Cc2ccc(S(=O)(=O)N3CCOCC3)s2)c(=O)[nH]c1=O	3	0.9	10	10	-2	-6	-33	x	20	0.1	13
23	Clc1ccc(Oc2nc(N3CCOCC3)nc(N3CCOCC3)n2)c(C2CCCCC2)c1	27	-1.4	2	23	-2	x	-7	3	-6	0.0	12
24	CN(C)c1ccc(/C=C(\NC(=O)c2ccccc2)C(=O)NCCCn2ccnc2)cc1	4	-0.4	5	9	-3	-3	-22	-3	1	-0.1	18
25	Cc1ccc(CNC(=O)c2cc3c(=O)n(C)c4ccccc4c3n2C)cc1	7	-1.0	-2	8	x	-11	-28	3	6	-0.2	10
26	COc1ccccc1/C=N/NC(=O)CO	12	-0.9	-1	13	-2	-4	-5	0	x	-0.1	2
27	Cc1ccc(NC2CCCN(C(=O)c3ccccc3-c3ncc[nH]3)C2)cc1C (stereo unspecified)	4	0.6	-5	6	2	-6	-13	-2	6	-0.1	3
28	CC1CC2=C(C(=O)O1)C(c1ccccc1)Nc1ccccc1N2 (stereo unspecified)	4	2.4	-2	10	-2	-5	-1	0	-14	-0.1	11
29	S=c1nc(C2CCCCC2)n(-c2ccccc2)[nH]1	4	2.9	2	-7	-8	-9	6	-3	12	0.4	2
30	COc1ccc(NC(=O)CSc2ccccc2)cn1	-87	-0.9	3	-101	-8	14	-21	2	23	-0.3	-14

Peg3 promoter, entries above that show a hit
| no. | smiles | Peg3 promoter | Exocytosis inh | HIF-2a inh | PDI inh | CaV13 FRET inh | NR2E3 ag-1 | NR2E3 ag-2 | Vif inh | aDG glyco act | TRPM1 prom inh |
| --- | --- | --- | --- | --- | --- | --- | --- | --- | --- | --- | --- |
| 9 | Cc1cc(C(=O)CCl)c(C)n1-c1c(C)n(C)n(-c2ccccc2)c1=O | 60* | -1 | 18 | 13 | -6 | -8 | 3 | -1 | 1.7 | 48 |

Limited to NR2E3 ag-1 and Exocytosis inh (two entries from above):
| cpd | Compound | NR2E3 ag-1 | Exocytosis inh |
| --- | --- | --- | --- |
| 29 | S=c1nc(C2CCCCC2)n(-c2ccccc2)[nH]1 | 6 | 2 |
| 30 | COc1ccc(NC(=O)CSc2ccccc2)cn1 | -21 | 3 |

Remaining list, next part.
no.	canonical_smiles	Peg3 promoter	iPSC survival up	Exocytosis inh	HIF-2a inh	PDI inh	CaV13 FRET inh	NR2E3 ag-1	NR2E3 ag-2	Vif inh	aDG glyco act	TRPM1 prom inh
31	O=C(NCCCN1CCOCC1)c1ccccc1N1C(=O)[C@@H]2Cc3c([nH]c4ccccc34)C(c3ccc(F)cc3)N2C1=O (stereo partly specified)	39	0.6	3	13	x	x	-17	1	-7	-0.5	21
32	CC(OC1=CC(=O)CCC1)C(=O)c1ccccc1 (stereo unspecified)	9	-1.8	-1	16	4	-4	6	1	6	0.3	-2
33	COC(=O)C1=C(C)Nc2nnnn2C1c1ccccc1Cl (stereo unspecified)	15	2.8	-1	15	1	x	-19	2	4	0.0	3
34	CC[n+]1cccc(-c2nc3ccccc3s2)c1	8	-2.1	-1	29	-3	-6	17	1	0	-0.3	5
35	CN(C)c1oc(-c2ccc(OCc3ccccc3)cc2)nc1C#N	-192	2.3	7	-253	4	x	-77	-2	x	2.6	-71
36	COc1cc(OC)c2ccc(=O)oc2c1C(CCN1CCOCC1)c1ccc2c(c1)OCO2 (stereo unspecified)	-7	-0.7	0	-2	12	-6	-19	x	2	-0.1	0
37	O=C(NC1CCCCC1)N(CCN1CCOCC1)Cc1cc2cc3c(cc2[nH]c1=O)OCCO3	15	-1.2	2	7	4	-4	-16	0	-4	-0.2	16
38	CC(/C=C/c1ccccc1)=N/NC(=O)c1cnccn1	-31	-1.9	-3	-36	-11	-4	-25	-1	7	0.0	-12
39	CCCCn1c(N)c(N(CCOC)C(=O)c2cc(-c3ccc(OC)cc3)nc3ccccc23)c(=O)[nH]c1=O	3	0.2	-4	2	-12	-2	-4	-1	-1	-0.1	-6
40	CCOC(=O)C1=C(O)C(=O)N(c2ccc(S(N)(=O)=O)cc2)C1c1ccc(Cl)cc1 (stereo unspecified)	-5	1.0	5	16	-13	-5	-10	1	7	-0.3	15
41	O=C(/C=C/c1ccco1)NCC(=O)N/N=C/c1ccccc1[N+](=O)[O-]	-7	-2.1	2	-12	-10	-5	0	3	-3	-0.3	22
42	N#CC12CCCCC1CC1CCCCC1(C#N)N2CCO (stereo unspecified)	12	0.7	1	2	5	-7	1	-2	4	-0.1	-2
43	O=C(CC1C(=O)N(c2ccccc2)C(=O)N1C1CCCCC1)Nc1ccccc1 (stereo unspecified)	-9	0.6	-1	0	-12	-4	-8	0	15	-0.2	-1
44	Cc1cc(C)cc(NC(=S)N(CCN2CCCCC2)Cc2ccco2)c1	-7	-0.2	-1	6	1	-5	-20	1	3	3.3	4
45	Cc1cccc(NC(=O)CN2C(=O)CSC2=O)c1	3	-0.6	-4	16	4	-4	-8	-4	1	-0.2	1
46	COc1ccc(Nc2nnc(C)c(=O)[nH]2)c(OC)c1	5	0.8	3	-4	1	-7	1	-1	1	0.0	-5
47	COC(=O)c1cc(Br)ccc1NC(=O)CSCc1c(C)noc1C	11	0.2	0	3	4	-6	-1	0	-5	0.7	-12
48	CCc1sc(C(=O)N(CCOC)c2c(N)n(Cc3ccccc3)c(=O)[nH]c2=O)cc1C	-2	-0.4	-2	11	16	-5	-30	x	5	0.0	x
49	CC(C)Nc1nc(C#N)nc(NC(C)C)n1	6	1.0	0	29	-13	-9	12	2	-2	3.8	9
50	O=C(COc1ccccc1)NCC(c1ccco1)N1CCN(c2ccc(F)cc2)CC1 (stereo unspecified)	12	-0.4	3	6	-2	-2	6	-2	-16	0.2	10
51	N#Cc1cc2c(nc1SCC(=O)N1CCOCC1)CCCCC2	-20	-0.3	-3	-34	-1	x	73*	5	1	0.4	17
52	COc1ccccc1NC(=O)Cn1cnc2c(cnn2-c2ccccc2)c1=O	19	-4.5	2	13	1	-4	-12	-1	-11	-0.1	13
53	CC(C)(C)c1ccc(C(=O)NCCC(=O)Nc2ccc(S(=O)(=O)Nc3nccs3)cc2)cc1	2	0.5	7	-8	2	-7	9	x	1	-0.2	-9
54	O=C(CCC1CCCCC1)NCCN1C2=NC[C@H](Cc3ccc(O)cc3)N2C[C@H]1Cc1ccc(O)cc1	-5	-0.2	-2	4	34*	-6	16	-1	-3	-0.1	16
55	CCOC(=O)c1ccc(NC(=O)C2CC(=O)N(c3ccc4c(c3)OCCO4)C2)cc1 (stereo unspecified)	2	0.6	5	3	7	-2	-2	3	x	0.0	-8
56	Cc1cc(Br)ccc1NC(=O)CNC(=O)CN(C)C1CCS(=O)(=O)C1 (stereo unspecified)	0	-0.5	-3	8	0	x	2	x	1	-0.2	3
57	COc1ccc(S(=O)(=O)N2CCOCC2)cc1C(=O)N1CCCCCC1	8	-0.3	-2	7	3	-2	14	-2	x	0.5	7
